Compound activity: PubChem, several laboratories
DAGLB inhibitor = DAGLB lipase inhibitors, primary screen, biochemical, fluorescence, HTS | inhibition, % at 5.17 µM | Diacylglycerol lipase-beta (Homo sapiens), Q8NCG7 | AID 504411, 2011 | hit rate 0.059% among 340,000 | HEK293T DAGLB membrane lysate, EnzChek fluorogenic substrate; in the data active = inhibition above about 34%;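 also: 0% = enzyme with vehicle and 100% = wells lacking enzyme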
Target sequence (Q8NCG7 whole entry, looked up): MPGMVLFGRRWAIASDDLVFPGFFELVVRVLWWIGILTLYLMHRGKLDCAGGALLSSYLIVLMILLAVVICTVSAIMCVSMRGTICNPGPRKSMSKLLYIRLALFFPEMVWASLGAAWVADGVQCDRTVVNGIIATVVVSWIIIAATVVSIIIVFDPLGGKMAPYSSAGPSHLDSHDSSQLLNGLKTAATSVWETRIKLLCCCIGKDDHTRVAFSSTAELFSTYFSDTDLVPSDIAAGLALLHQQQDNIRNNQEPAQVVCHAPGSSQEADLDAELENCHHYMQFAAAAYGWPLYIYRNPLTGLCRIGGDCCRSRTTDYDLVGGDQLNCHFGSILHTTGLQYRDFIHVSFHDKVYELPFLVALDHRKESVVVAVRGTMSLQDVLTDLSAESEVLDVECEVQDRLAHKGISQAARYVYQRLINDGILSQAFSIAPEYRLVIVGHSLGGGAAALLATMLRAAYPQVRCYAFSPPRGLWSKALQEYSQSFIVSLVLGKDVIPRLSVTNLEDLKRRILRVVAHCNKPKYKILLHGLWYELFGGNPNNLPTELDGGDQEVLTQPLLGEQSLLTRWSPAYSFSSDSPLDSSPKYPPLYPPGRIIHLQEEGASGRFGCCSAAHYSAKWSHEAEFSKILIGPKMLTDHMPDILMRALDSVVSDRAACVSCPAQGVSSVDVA
OPRM1-OPRD1 inv = inverse agonists of MOR-DOR heterodimerization, primary screen, cell-based, luminescence; hit rate 0.21% among 340,000; Mu-type opioid receptor (Homo sapiens) + Delta-type opioid receptor (Homo sapiens), …; inhibition, % at 9.3 µM; cell-based MOR-DOR heterodimer luminescence, inverse agonism; AID 504357, 2011; in the data active = inhibition above about 22%, passing the limit was not always enough;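 also: 0% = cells with DMSO and 100% = wells without cells with DMSO; values of inactives mirror those of a sister screen read the other way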
DSG3 Ab inh = inhibitors of pemphigus antibody binding to DSG3, primary screen, biochemical, bead-based, flow cytometry, scFv-GFP; DSG3-coupled beads, scFv-anti-DSG3-GFP binding; active compounds read low; binding (percent of control), % at 10 µM; Desmoglein-3 (Homo sapiens), P32926; hit rate 0.48% among 310,000;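 active = binding more than 3 SD below its plate's average and above zero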;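 also: hits lower antibody fragment binding to DSG3; some compounds called inactive have numbers as strong as hits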
PKA-R1A activ = activators of PKA-R1A holoenzyme, primary screen, biochemical, fluorescence polarization, Cy5-IP20, bovine R1A, mouse PKAc. PKA-R1A dissociation; scaled: DMSO 0%, 113 µM cGMP 100%. cAMP-dependent protein kinase type I-alpha regulatory subunit (Bos taurus) + …. hit rate 0.083% among 340,000. AID 504707, 2011. activation, % at 11.4 µM;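 active = percent activation above the mean of all tested compounds plus 3 SD, cut at about 19% in these data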;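 also: higher means more PKAc released from R1A so a rise in polarization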
Arr AP2 block = inhibitors of beta-arrestin/AP2 binding, primary screen, biochemical, GPCR trafficking, flow cytometry. hit rate 0.31% among 340,000. inhibition, % at 10 µM. AID 504490, 2011. beta-arrestin 1 C-terminal peptide binding to AP2 beta2-adaptin appendage (human). FITC-arrestin peptide / GST-AP2 beads; AP2 beta2 appendage carries R879A mutation;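 active = inhibition above a set limit, near 3 SD of compounds lacking own fluorescence, cut at about 54% in these data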;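 also: plate controls were DMSO wells for no effect and 5 µM unlabelled arrestin peptide for full effect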
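test system = AP2 appendage R879A on GSH beads | buffer or medium = PBS plus Tween 20 (0.05%) and BSA (0.1%) | incubation = 12 min plus 1 h, RT | detection = bead flow cytometry, FITC channel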
PKA-R2B act = activators of PKA-R2B holoenzyme, primary screen, biochemical, fluorescence polarization, Cy5-IP20, human; hit rate 0.079% among 340,000; cAMP-dependent protein kinase catalytic subunit beta (Homo sapiens) + cAMP-dependent …; activation, % at 11.4 µM; PKA-R2B holoenzyme dissociation; R2B truncated from residue 108, S112A mutant; 0% DMSO only, 100% 113 µM cGMP;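 active = activation above a cutoff set at the mean over all compounds plus 3 SD, cut at about 18% in these data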;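 also: higher means more holoenzyme dissociation and a rise in polarization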
Target sequence (P31323 whole entry, looked up, other chains not shown, the tested form may be a part): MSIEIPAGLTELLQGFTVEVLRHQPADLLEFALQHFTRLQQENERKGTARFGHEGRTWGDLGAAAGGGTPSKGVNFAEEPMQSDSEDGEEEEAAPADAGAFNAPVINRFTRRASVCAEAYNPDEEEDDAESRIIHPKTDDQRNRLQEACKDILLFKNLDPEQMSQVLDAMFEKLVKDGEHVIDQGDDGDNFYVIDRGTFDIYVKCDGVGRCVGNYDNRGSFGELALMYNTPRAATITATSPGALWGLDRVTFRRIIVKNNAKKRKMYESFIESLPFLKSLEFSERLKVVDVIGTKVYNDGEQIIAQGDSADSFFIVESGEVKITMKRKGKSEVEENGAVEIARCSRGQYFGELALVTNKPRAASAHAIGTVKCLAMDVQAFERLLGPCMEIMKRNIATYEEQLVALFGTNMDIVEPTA
HTR5A inv ctr = HTR5A inverse agonists in luminescence cell assay, primary screen, counter-screen for OPRM1-OPRD1 heterodimer inverse agonist project, full-deck HTS; 5-hydroxytryptamine receptor 5A (Homo sapiens), P47898; HTR5A cell line, inverse agonism; inhibition, % at 9.3 µM; hit rate 0.083% among 340,000; AID 504634, 2011; in the data active = inhibition mostly above about 23%, no sharp cut-off; inactive = mostly below about 18%;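 also: 0% = cells with DMSO and 100% = no-cell wells with DMSO; some compounds called inactive have numbers as strong as hits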
HTR5A ag = HTR5A agonists in luminescence cell assay, primary screen, counter-screen for OPRM1-OPRD1 heterodimer agonist project, full-deck HTS; hit rate 0.61% among 340,000; activation, % at 9.3 µM; AID 504692, 2011; 5-hydroxytryptamine receptor 5A (Homo sapiens), P47898; cell-based; in the data active = activation mostly above about 9.5%, no sharp cut-off; inactive = mostly below about 7.6%;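 also: 0% = cells with vehicle only and 100% = reference agonist; strong numbers were not always called active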
OPRM1-OPRD1 ag = agonists of OPRM1-OPRD1 heterodimerization, primary screen, cell-based, luminescence. Mu-type opioid receptor (Homo sapiens) + Delta-type opioid receptor (Homo sapiens), …. cells. activation, % at 9.3 µM. hit rate 0.3% among 340,000; in the data active = activation above about 18%;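 also: 0% = vehicle-treated cells and 100% = reference agonist; values of inactives mirror those of a sister screen read the other way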
V-ATPase pHluor = regulators of yeast V-ATPase proton pumping, primary screen, pHLuorin cytosolic pH fluorescence; S. cerevisiae; response, % at 10 µM; hit rate 0.37% among 350,000; AID 504577, 2011; in the data active = response mostly above about 7.3%, no sharp cut-off; inactive = mostly below about 5.4%; also: actives read high; inactives centre near 0; some compounds called inactive have numbers as strong as hits; reference of the scale not given here
Numbers without * were called inactive; · = no result given.

SMILES	DAGLB inhibitor	OPRM1-OPRD1 inv	DSG3 Ab inh	PKA-R1A activ	Arr AP2 block	PKA-R2B act	HTR5A inv ctr	HTR5A ag	OPRM1-OPRD1 ag	V-ATPase pHluor
O=C(CSc1nc2ccccc2[nH]1)NCc1ccco1	2	4	106	-12	9	-10	5	3	-0.7	-5
Cc1cccnc1NC(=O)Nc1ccc(Cl)cc1	-5	6	105	2	32	6	-8	3	-1.2	-2
COc1cccc(NC(=O)CN(C)C(=O)c2cccnc2Sc2ccc(C)c(C)c2)c1	1	-1	100	-12	6	-3	11	2	0.2	0
Cc1ccc2c(c1)N(Cc1ccccn1)C(=O)C(C)O2 (stereo unspecified)	-4	-3	126	-4	-6	0	-28	8	0.5	1
CC1(C)Cc2cccc(Oc3cc(NN4CCCCC4)c([N+](=O)[O-])cc3[N+](=O)[O-])c2O1	-2	6	101	6	24	-2	0	4	-0.9	7
COCCCNC(=O)C(=O)NCC(c1ccco1)N1CCN(c2ccc(OC)cc2)CC1 (stereo unspecified)	0	10	·	-9	-2	7	-14	4	-1.9	-1
CN(CCc1ccccn1)C(=O)CCC1CCCN(C(=O)CN2CCCCCC2)C1 (stereo unspecified)	1	-1	·	2	-4	-10	8	-3	0.3	-2
COc1ccc(NC(=O)C2CCCN(C(=O)c3ccc(Cl)cc3)C2)cc1S(=O)(=O)N(C)C (stereo unspecified)	-1	8	99	-20	-10	8	-5	2	-2.0	1
Cc1nc2cc(NCc3ccccc3O)ccc2n1Cc1ccccc1	3	6	78	-7	29	3	-4	1	-1.3	-3
O=C(COC(=O)/C=C/c1ccccc1[N+](=O)[O-])NCC(F)(F)F	0	12	96	-11	18	-2	7	-3	-2.4	4
O=C(COC(=O)Cc1ccc([N+](=O)[O-])cc1)NCc1ccc2c(c1)OCO2	0	8	89	7	8	0	9	-3	-1.5	-2
O=C(COC(=O)c1cc(=O)[nH]c2ccccc12)c1cccs1	0	10	101	-6	7	-3	13	-5	-1.7	6
Cc1ccc(OCC(=O)OCC(=O)Nc2ccc3c(c2)OCO3)cc1C	-3	-7	101	3	-1	-5	14	-5	1.9	2
CCn1cc(C(=O)NCc2ccc(Cl)cc2)c(=O)c2cc(S(=O)(=O)N(C)C)ccc21	2	13	109	-7	-2	-4	-7	2	-2.8	4
CCOC(=O)NN1C(=O)c2ccccc2NC1c1cccnc1 (stereo unspecified)	0	12	109	4	-1	-2	0	3	-2.3	-1
Cc1nc(N2CCOCC2)nc2c1CCCC2	-3	13	95	1	31	4	13	1	-2.9	-3
CCOC(=O)c1sc(NC(=O)/C=C/c2ccc(F)cc2)nc1C	-1	9	104	5	8	1	1	0	-1.6	1
CN(C(=O)COc1ccccc1C(=O)NCCc1ccccc1)c1ccccc1	-2	12	89	3	-10	0	6	0	-2.4	-2
CC(=O)NC(c1ccco1)c1cc(F)c2cccnc2c1O (stereo unspecified)	2	-3	102	-9	-8	-2	7	-3	0.6	0
COc1ccc(CCCc2n[nH]c(=S)n2C)cc1C	-2	-8	·	-5	23	-1	1	0	1.8	0
Cc1ccccc1OCCC(=O)OCC(=O)N1CCN(S(=O)(=O)c2ccc(Cl)cc2)CC1	-5	-1	111	5	-17	-9	3	-1	0.2	5
CCOC(=O)N1CCN(C(=O)CCN2C(=O)/C(=C\c3ccccc3OC)SC2=S)CC1	0	2	102	5	4	9	21	2	-0.8	2
Cc1noc(C)c1C(=O)OCC(=O)N1CCc2ccccc21	1	-8	109	10	-13	7	-16	6	2.1	3
O=[N+]([O-])c1c(NCCCO)cc(SCc2ccco2)c2nonc12	-1	-11	90	-9	11	-6	30	-10	1.6	-2
CC1CCc2[nH]nc(C(=O)O)c2C1 (stereo unspecified)	-3	-5	97	10	4	2	2	-1	0.8	0
New compounds follow
SMILES	DAGLB inhibitor	OPRM1-OPRD1 inv	DSG3 Ab inh	PKA-R1A activ	Arr AP2 block	PKA-R2B act	HTR5A inv ctr	HTR5A ag	OPRM1-OPRD1 ag	V-ATPase pHluor
COC(=O)C1CN(C(=O)COc2ccc(C)cc2)c2ccccc2O1 (stereo unspecified)	-4	10	101	0	-6	6	8	-2	-2.3	2
CC(=O)c1cccc(NC(=O)CSc2ncc(C(=O)Nc3ccccc3)c(=O)n2C)c1	-4	0	99	-5	25	1	10	-4	-0.1	-5
Cc1ccc(-c2cc(C(=O)NCC3CCCO3)no2)cc1 (stereo unspecified)	2	5	101	-6	0	-1	6	5	-0.8	0
Nn1c(=S)[nH]nc(Cc2ccc(O)cc2)c1=O	1	0	82	4	-1	-13	-34	2	0.0	-1
CCOc1cccc(C2C(C(=O)c3ccc(C)o3)=C(O)C(=O)N2c2nnc(C)s2)c1 (stereo unspecified)	2	6	108	-1	-4	2	-9	2	-1.1	4
O=C(COC(=O)/C=C/c1cccc(C(F)(F)F)c1)NCCN1C(=O)CSC1=O	-1	6	105	-5	15	6	11	-1	-1.6	-3
C=CCC1CCCC(=O)N2CCCC12 (stereo unspecified)	-1	14	89	4	13	-2	-18	5	-2.9	2
CCCCc1cc(=O)oc2c(CN3CCCC3)c(O)c(Cl)cc12	2	0	101	-9	-8	7	-7	2	0.0	0
O=C(CSc1nnc(-c2ccc(OC(F)F)cc2)o1)NC(=O)NCc1ccco1	3	2	90	4	-20	0	0	-6	-0.3	-3
CCOC(=O)c1sc(=NC(=O)COc2ccc(Cl)cc2)n(C)c1C	0	-7	119	-2	3	2	-5	-1	1.4	0
COc1ccc(Cn2nnnc2C(c2cc3cc(C)ccc3[nH]c2=O)N2CCOCC2)cc1 (stereo unspecified)	0	15	99	2	-2	1	-22	-4	-2.9	5
C/C(=N\NS(=O)(=O)c1ccccc1)c1ccc2c(c1)OCCO2	-2	8	102	5	-4	-1	-20	8	-1.6	0
CCOC(=O)N1CCC(NC(=O)c2ccc(OC)c(CN3CC(=O)N4CCCC4C3=O)c2)CC1 (stereo unspecified)	-1	4	99	2	5	6	0	-4	-0.7	-3
O=C(CC1C(=O)NCCN1C(=O)Nc1ccc(F)cc1F)Nc1ccc(F)cc1 (stereo unspecified)	-1	14	·	-13	33	3	-12	-5	-2.8	1
O=C(COc1ccccc1F)NCc1ccc(-n2cccc2)cc1	-5	4	99	7	8	1	-4	1	-0.8	-1
CCOc1ccccc1N(C)S(=O)(=O)c1ccc2[nH]cc(C(=O)N(CCOC)CCOC)c(=O)c2c1	-1	18	96	0	-18	0	4	-1	-4.1	-3
Cc1nc([N+](=O)[O-])c(NCCCO)n1Cc1ccccc1	1	6	88	-5	-6	4	-7	3	-1.0	0
COc1ccccc1CNC(=O)CCNS(=O)(=O)c1cc(Br)cnc1N	0	2	·	-10	20	5	11	-3	-0.4	-3
C=CCc1ccc(OCCn2cccc2C=O)c(OC)c1	-5	8	97	-11	28	-3	18	0	-1.5	5
COc1ccc(-c2cc3c(=O)n(CC(=O)Nc4ccc(C(C)=O)cc4)ncn3n2)cc1	1	21	123	8	-15	2	2	0	-4.2	6
COc1ccc(C(=O)NC(=O)CSc2n[nH]c(N)n2)cc1	2	14	·	-2	-1	-3	-18	4	-2.8	2
CN1CCN(CCC(=O)N/N=C/c2cc([N+](=O)[O-])ccc2O)CC1	0	17	99	7	-2	1	-23	-5	-3.3	-5
O=C(CCc1c[nH]c2ccccc12)N1CCN(S(=O)(=O)c2ccc([N+](=O)[O-])cc2)CC1	2	·	95	-3	·	-2	·	·	·	0
CC1(C)N=C(c2ccc(Cl)cc2)C(=O)N1	-2	12	105	-9	4	-4	-3	1	-2.2	-4
CC(OC(=O)CN(C)S(=O)(=O)c1ccc(Cl)cc1)C(=O)Nc1cccc(Cl)c1 (stereo unspecified)	1	-38	120	-6	3	-1	13	6	7.3	·
Next part.
SMILES	DAGLB inhibitor	OPRM1-OPRD1 inv	DSG3 Ab inh	PKA-R1A activ	Arr AP2 block	PKA-R2B act	HTR5A inv ctr	HTR5A ag	OPRM1-OPRD1 ag	V-ATPase pHluor
Cc1ccc(CSc2nn3c(=O)c(C)nnc3s2)cc1	0	20	109	-4	-9	0	3	-2	-3.8	-2
O=C(c1cnn2c(C(F)(F)F)cc(-c3ccc4c(c3)OCO4)nc12)N1CCCCC1	1	15	114	-6	11	3	3	1	-3.0	-1
O=C(CSc1ncn[nH]1)c1ccc2c(c1)OCO2	1	10	107	-16	-5	-13	15	-2	-2.0	0
Cc1sc2nc(CC(N)=O)[nH]c(=O)c2c1-c1ccccc1	0	-11	88	4	7	4	10	2	1.6	-3
O=C1CCNc2c(Cl)cc(Cl)cc21	-2	9	113	3	-3	-2	-22	0	-1.9	-2
Cc1ccc(NC(=O)CN(C)CC(=O)Nc2ccc(F)c(F)c2F)c(Cl)c1	-3	-2	113	-9	2	-16	15	-6	0.3	-2
COc1ccc(S(=O)(=O)NC(CC(=O)NC2CCCC2)c2ccco2)cc1 (stereo unspecified)	0	7	100	7	3	-8	-10	1	-1.6	-1
Cc1cccc(Nc2ccc(C(=O)O)cc2[N+](=O)[O-])c1C	11	13	103	-15	-2	-1	11	-3	-2.8	0
COC(=O)c1cc(Br)c(=O)n(-c2ccccn2)c1	-6	5	·	3	2	3	4	1	-1.1	7
CCSc1ncc(Cl)c(C(=O)Nc2ccccc2F)n1	-5	-5	109	5	11	-9	-19	5	1.1	5
COc1cc(C(=O)Nc2ccc(NC(=O)C(C)C)nc2)cc(OC)c1OC	2	7	98	-10	17	2	-22	5	-1.2	-4
Cc1cccc(Cn2cc(SCC(=O)Nc3nccs3)c3ccccc32)c1	1	-1	83	-6	11	-10	14	-2	0.2	3
O=C(Cn1nc(Cc2cccnc2)c2ccccc2c1=O)NCC1CCCO1 (stereo unspecified)	4	8	93	9	3	-10	-24	8	-1.4	-1
Cc1ccnc(-n2c(C)cc(C=O)c2C)c1	-1	0	112	-3	-4	-5	10	5	0.0	-1
Cc1ccc(NC(=O)COc2cccc(-n3cnnn3)c2)cc1S(=O)(=O)N1CCOCC1	-1	-5	·	4	42	-5	7	-3	1.2	-3

Part of the list above, reduced to OPRM1-OPRD1 ag, DAGLB inhibitor and HTR5A ag:
Molecule | OPRM1-OPRD1 ag | DAGLB inhibitor | HTR5A ag
Cc1ccnc(-n2c(C)cc(C=O)c2C)c1 | 0.0 | -1 | 5
O=C(Cn1nc(Cc2cccnc2)c2ccccc2c1=O)NCC1CCCO1 (stereo unspecified) | -1.4 | 4 | 8
